BAZ2B block: qHTS Assay for Inhibitors of BAZ2B; Bromodomain adjacent to zinc finger domain protein 2B (Homo sapiens), Q9UIF8; 4.4% of 360,000 active; AlphaScreen BAZ2B-H3K14Ac peptide displacement; AID 504333, 2011; Potency, µM (top dose mostly 114 µM), for the others: at the top dose activity change, negative = inhibition, actives largely listed as inhibitors; further: potency means the concentration at half of the fitted maximal effect; on the % scale 0 is the no-effect control and ±100 the full control effect; nearly all actives have a fitted effect of over 60% in size
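BAZ2B 50 nM plus b-H3(5-23)K14Ac 50 nM, PBS pH 7.4/0.01% Tween-20, 30 min RT; compound added (max 110 uM), 30 min RT; streptavidin donor/Ni-chelate acceptor beads 10 ug/mL final, 20 min dark; AlphaScreen read.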
G9a block: qHTS Assay for Inhibitors of Histone Lysine Methyltransferase G9a; AID 504332, 2011; Histone-lysine N-methyltransferase EHMT2 (Homo sapiens), Q96KQ7; 8.8% of 350,000 active; Potency, µM (series often up to 102 µM), inactives show top-dose activity, negative = inhibition, usual class: inhibitors; G9a H3K9 monomethylation, AlphaScreen, 2 h; further: potency means the concentration at half of the fitted maximal effect; on the % scale 0 is the no-effect control and ±100 the full control effect; nearly all actives have a fitted effect of over 75% in size
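Step 1: enzyme (final 20 nM) with compound, 15 min RT. Step 2: substrate peptide 500 nM and SAM 20 uM, 2 h RT. Step 3: anti-H3K9me1 antibody and AlphaScreen beads, 10 min, then plate read.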
HP1b chromo inh: HTS for Inhibitors of HP1-beta Chromodomain Interactions with Methylated Histone Tails | Chromobox protein homolog 1 (Homo sapiens), P83916 | AlphaScreen HP1-beta / biotin-H3K9me3 peptide binding | Potency, µM (series often up to 114 µM), for the others: at the top dose activity change, negative = inhibition, most hits filed as inhibitors | 0.56% of 390,000 active | AID 540317, 2011; further: potency means the concentration at half of the fitted maximal effect; nearly all actives have a fitted effect of over 70% in size; inactives centre near 23
Target sequence (P83916 whole entry, looked up): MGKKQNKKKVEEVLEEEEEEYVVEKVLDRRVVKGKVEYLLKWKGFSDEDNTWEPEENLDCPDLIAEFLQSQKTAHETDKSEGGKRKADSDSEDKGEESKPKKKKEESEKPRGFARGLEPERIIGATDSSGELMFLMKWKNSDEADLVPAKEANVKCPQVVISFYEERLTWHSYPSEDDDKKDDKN
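HP1-beta protein (50 nM final) preincubated 30 min at room temperature with biotinylated H3(1-18)K9me3 peptide (50 nM) in PBS pH 7.4, 0.01% Tween-20, then compound added for 30 min. AlphaScreen streptavidin donor/nickel chelate acceptor beads (10 ug/mL final), 30 min dark, luminescence read.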
JMJD2A Tudor inh: qHTS Assay for Inhibitors of JMJD2A-Tudor Domain. AlphaScreen JMJD2A-Tudor / H3K4me3 peptide binding. 4.4% of 390,000 active. Lysine-specific demethylase 4A (Homo sapiens), O75164. Potency, µM (series often up to 114 µM), for the others: at the highest dose activity change, negative = inhibition, most hits filed as inhibitors. AID 504339, 2011; further: potency means the concentration at half of the fitted maximal effect; on the % scale 0 is the no-effect control and ±100 the full control effect; nearly all actives have a fitted effect of over 50% in size
GLS inh: qHTS for Inhibitors of Glutaminase (GLS). Glutaminase kidney isoform, mitochondrial (Homo sapiens), O94925. GLS enzymatic activity, qHTS titration. Potency, µM (titrated, usually from 45.5 µM), inactives show at the highest dose activity change, negative = inhibition, most hits filed as inhibitors. 0.21% of 410,000 active; further: potency means the concentration at half of the fitted maximal effect; on the % scale 0 is the no-effect control and ±100 the full control effect
Target sequence (O94925 whole entry, looked up, canonical isoform): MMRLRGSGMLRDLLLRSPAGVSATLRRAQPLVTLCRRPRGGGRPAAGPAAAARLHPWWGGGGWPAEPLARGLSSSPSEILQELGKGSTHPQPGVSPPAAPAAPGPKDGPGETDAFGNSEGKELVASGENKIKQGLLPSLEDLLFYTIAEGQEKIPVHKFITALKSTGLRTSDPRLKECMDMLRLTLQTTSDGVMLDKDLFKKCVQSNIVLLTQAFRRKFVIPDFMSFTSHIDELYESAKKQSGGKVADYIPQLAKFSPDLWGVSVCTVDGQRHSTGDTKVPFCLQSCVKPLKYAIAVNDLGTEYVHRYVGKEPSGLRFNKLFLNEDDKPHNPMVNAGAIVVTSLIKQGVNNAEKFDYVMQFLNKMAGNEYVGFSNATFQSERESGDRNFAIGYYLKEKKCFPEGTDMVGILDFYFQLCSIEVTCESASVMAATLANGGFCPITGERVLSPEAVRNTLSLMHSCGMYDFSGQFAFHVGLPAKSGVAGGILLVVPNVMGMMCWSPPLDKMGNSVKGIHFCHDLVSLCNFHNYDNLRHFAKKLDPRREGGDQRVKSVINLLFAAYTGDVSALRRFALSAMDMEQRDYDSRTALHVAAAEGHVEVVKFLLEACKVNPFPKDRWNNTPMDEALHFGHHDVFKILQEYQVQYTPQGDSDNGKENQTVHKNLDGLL
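Enzyme dispensed in phosphate buffer (45 mM, pH 8.2, 0.02% Tween-20), compounds pinned in, then 1 mM L-glutamine solution and the glutamate oxidase–HRP–Amplex Red mix added; fluorescence read immediately and again after 30 min at room temperature.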
Tb PGK inh: qHTS Assay to Find Inhibitors of Phosphoglycerate Kinase. AID 602233, 2012. 0.043% of 380,000 active. Potency, µM (titrated, usually from 57.5 µM), for inactives: top-dose activity change, negative = inhibition, hits mostly inhibitors. PGK/GAPDH coupled, Kinase-Glo luminescence, 60 min. Phosphoglycerate kinase, glycosomal (Trypanosoma brucei brucei), P07378; further: potency means the concentration at half of the fitted maximal effect; on the % scale 0 is the no-effect control and ±100 the full control effect; nearly all actives have a fitted effect of over 60% in size
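Recombinant glycosomal PGK reaction used 1,3-bisphosphoglycerate generated in-well by GAPDH (100nM final) in 100mM TEA pH 7.6, 5mM MgCl2, 0.01% Tween-20. After 60 minutes at room temperature, ATP was read by Kinase-Glo Plus luminescence end-point.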
Pin1 inh: qHTS Assay to Find Inhibitors of Pin1; Peptidyl-prolyl cis-trans isomerase NIMA-interacting 1 (Homo sapiens), Q13526; Pin1 FP peptide displacement, HiFluor488, 10 min; Potency, µM (titrated, usually from 115 µM), for the others: at the top dose activity, negative = inhibition, most hits filed as inhibitors; 0.009% of 390,000 active; AID 504891, 2011; active means well fitted inhibition curve with a large enough effect in the polarisation, with a control signal flat, not every such curve was filed as active; inconclusive means small, poorly fitted or top-dose-only effect, or effect the other way, or a change in a side signal; inactive means no such curve, though single readings can be large or run the other way; the % refers to the polarisation; further: potency means the concentration at half of the fitted maximal effect; on the % scale 0 is the no-effect control and ±100 the full control effect
Target sequence (Q13526 whole entry, looked up): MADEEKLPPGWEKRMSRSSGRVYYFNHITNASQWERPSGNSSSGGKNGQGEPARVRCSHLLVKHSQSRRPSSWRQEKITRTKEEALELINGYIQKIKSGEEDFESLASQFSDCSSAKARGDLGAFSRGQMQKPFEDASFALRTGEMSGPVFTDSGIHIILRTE
Pol eta inh: qHTS for Inhibitors of Polymerase Eta; recombinant Pol eta, fluorescent DNA replication assay; Potency, µM (highest dose often 114 µM), for inactives: at the top dose activity change, negative = inhibition, most hits filed as inhibitors; 1.2% of 390,000 active; AID 588591, 2011; further: potency means the concentration at half of the fitted maximal effect; on the % scale 0 is the no-effect control and ±100 the full control effect
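Pol eta at 10 nM preincubated with compounds 15 min at room temperature; reaction started with fluorescent substrate (50 nM final) and read kinetically at 0 and 10 min.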
PI4K2A block: qHTS for small molecular inhibitors of PI4K2A; Phosphatidylinositol 4-kinase type 2-alpha (Homo sapiens), Q9BTU6; purified PI4K2A, ADP-Glo luminescence, 1 h; stronger effect = lower value; activity change, negative = inhibition, % at 76.9 µM; 0.13% of 420,000 active; in the data active means activity change below about -50%; inconclusive means mostly about -30% to -49%;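 further: -100% = wells without enzyme as full effect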
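ADP-Glo luminescence measured ADP generated by PI4K2A enzyme (4 ug/mL before mixing) with 1.2 mM PI substrate (pre-mix) and 300 microM ATP (pre-mix). Tris pH7.5 buffer with MgCl2, Triton X-100; 1 h reaction at ambient temperature.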
* = called active by the depositor; i = inactive; ? = inconclusive; nt = not tested or not shown; [ ] = remark or other dose. Unless noted, the call rests on the fitted dose curve; in most records, active means well fitted curve in the direction sought with a large enough effect; inconclusive means small, poorly fitted or top-dose-only effect, or another doubt; inactive means no such curve, though single readings can be large; an effect the other way counts as inactive or inconclusive.

BAZ2B block	G9a block	HP1b chromo inh	JMJD2A Tudor inh	GLS inh	Tb PGK inh	Pin1 inh	SMILES	Pol eta inh	PI4K2A block
6%	5%[59 µM]	21%	-22%	3%	i	-2%	CCn1nc(C)c(NC(=O)CC23CC4CC(CC(C4)C2)C3)c1C	-6%	1
-20%	18%	42%[activator]	-11%	2%	3%	0%	Cc1ccc(/C=N/NC(=O)c2ccc3c(c2)OCCO3)s1	1%	6
-20%	nt	6%	?	-1%	1%	-3%	NS(=O)(=O)c1ccc(CCNC(=O)C(=O)C2C(=O)Nc3ccccc32)cc1 (stereo not drawn)	-9%	-9
10%	90%[activator][59 µM]	7%	-14%	6%	2%	-4%	O=C(NCc1ccccn1)c1cc(-c2ccccc2)nc2ccccc12	-15%	1
3%	-38%[59 µM]	24%	-2%	0%	1%	3%	COc1ccc(CNC(=O)C2(c3cccs3)CCOCC2)cc1	-3%	0
-8%	-5%[59 µM]	25%	-11%	1%	11%	-1%	CC(C)c1cc(-c2nc(-c3ccc(Cl)cc3)no2)n[nH]1	-7%	-3
-4%	nt	32%	-17%	3%	-3%	-2%	Cc1ccc(C(=O)N[C@H](C(=O)OCc2nnc(-c3ccccc3)o2)C(C)C)cc1	3%	-1
15%	-9%[12.7 µM]	23%	-1%	3%	-6%	-8%	COc1cc([N+](=O)[O-])ccc1NC(=O)CN(C)C	-8%	-2
-13%	-21%	14%	-11%	13%	-5%	-9%	COc1ccc(N/C=C/C(=O)c2ccc3c(c2)OCO3)cc1OC	4%	0
6%	-5%[59 µM]	-5%	-9%	-10%	-7%	-6%	CC1CCN(C(=O)C2CC(c3ccc(F)cc3)=NO2)CC1 (stereo not drawn)	-3%	1
9%	6%[59 µM]	30%	-16%	0%	3%	-3%	Cc1ccc2nsnc2c1S(=O)(=O)NCc1cccnc1	-8%	0
55%[activator]	6%[0.501 µM]	113%[activator]	108%[activator]	0%	-3%	1%	Fc1ccccc1OCCCCSc1ncccn1	0%	2
-18%	-2%	32%	-8%	13%	9%	-1%	COc1cccc(CN2CCN(C3CCN(c4ccccc4F)CC3)CC2CCO)c1 (stereo not drawn)	-9%	4
?	?	15%	?	28%	0%	0%	CCOC(=O)N1CCC(N(CCN(C)C)C(=S)Nc2ccc(Oc3ccccc3)cc2)CC1	1%	-2
2%	-1%[12.7 µM]	51%	10%	-11%	-9%	1%	CCCCN(C(=O)Cn1nnc2ccccc21)C(C(=O)NCCOC)c1ccc(OC)cc1OC (stereo not drawn)	-13%	-2
2%	25%[0.501 µM]	30%	-2%	28%	5%	3%	CCC(=O)N1c2ccc(S(=O)(=O)N(CCO)Cc3ccccc3)cc2CC1C (stereo not drawn)	-4%	-1
-2%	39%	13%	-17%	5%	i	6%	CC(C)(C)OC(=O)NN1CC(=O)N2[C@@H](Cc3c([nH]c4ccccc34)C2(C)C)C1=O	-20%	4
-6%	35µM*	33%	-12%	1%	i	-3%	C=CCSc1nnc(NC(=O)C2=COCCO2)s1	-20%	4
-22%	50µM*	23%	-7%	-1%	-13%	-2%	Cc1ccc(C)c(Nc2nc(N)c3ccccc3n2)c1	-9%	2
1%	-9%	47%[activator]	-7%	31%[activator]	-7%	?	CCOc1ccc(NC(=O)CNC(=O)c2nn(-c3ccc(OC)c(OC)c3)c(=O)c3ccccc23)cc1	-28%	-26
-28%	20%[59 µM]	27%	-23%	-9%	-1%	2%	CCc1nnc(NC(=O)CCC(=O)N2CCN(C3c4ccccc4-c4ccccc43)CC2)s1	-16%	-4
-1%	15%[2.33 µM]	40%[activator]	8%	4%	1%	3%	Cc1cc(Cn2nc(-c3ccccc3)cc2C(=O)NCc2cccs2)on1	-6%	0
-28%	-24%	35%	1%	15%	-12%	6%	Cc1cc(C)nc(NS(=O)(=O)c2ccc(NC(=O)c3ccc4c(c3)OCCO4)cc2)n1	-14%	1
nt	nt	nt	nt	0%	5%	nt	Cc1ccc(S(=O)(=O)N2C[C@H]3n4c(=O)ccc(=O)n4C[C@H](OC(=O)Nc4c(C)noc4C)[C@@]3(O)C2)cc1	9%	-1
7%	-6%	41%[activator]	7%	0%	i	-1%	CN(C)c1cc[n+](Cc2ccccc2)cc1	-10%	-3
1%	2%[59 µM]	34%[activator]	-12%	1%	-4%	-8%	COCCCNC(=O)CSc1nc2c(sc3ccccc32)c(=O)n1CCc1ccccc1	4%	1
-21%	-1%	48%[activator]	-7%	9%	0%	-1%	O=C1CCN(S(=O)(=O)c2cccs2)c2ccc(C(F)(F)F)cc2N1	-13%	-8
-6%	?	1%	-7%	-3%	i	-2%	O=C1CC(C(=O)O)c2ccccc2N1 (stereo not drawn)	3%	-4
-10%	-9%	11%	-7%	5%	-1%	-12%	COc1cc(NC(=O)c2sc3nc(C)nc(N4CCOCC4)c3c2C)cc(OC)c1OC	-6%	1
-28%	3%	19%	-20%	0%	-6%	4%	[N-]=[N+]=NCCN1CCN(Cc2ccccc2)CCC1=O	-7%	5
-4%	nt	20%	-15%	10%	-5%	1%	Cc1cc(NC(=O)CSc2nc(-c3ccc(Br)cc3)nc3c2c(=O)n(C)c(=O)n3C)no1	-14%	4
-4%	-24%[59 µM]	11%	-15%	-3%	-2%	-2%	CCOc1ccc(OCC)c(NC(=O)Cn2nc(CC)n3c(cc4sccc43)c2=O)c1	5%	-1

Some values from the list:
COc1cc(NC(=O)c2sc3nc(C)nc(N4CCOCC4)c3c2C)cc(OC)c1OC in Tb PGK inh is listed with -1%
CN(C)c1cc[n+](Cc2ccccc2)cc1 in Pol eta inh is listed with -10%

(list continues)
BAZ2B block	G9a block	HP1b chromo inh	JMJD2A Tudor inh	GLS inh	Tb PGK inh	Pin1 inh	SMILES	Pol eta inh	PI4K2A block
-3%	-7%	27%	7%	11%	-9%	-7%	COc1ccc(C(=O)NC2CC2)cc1OC1CCN(Cc2ccccc2O)CC1	-10%	5
-2%	?	40%[activator]	-17%	-4%	i	1%	COc1ccccc1NC(=O)CN1CCN(CC(=O)Nc2ccc(OC)c(OC)c2)CC1	-15%	1
-23%	16%[59 µM]	23%	-11%	-3%	3%	-1%	Cc1cccc(-n2nnc(C(=O)NCc3ccccc3Cl)c2N)c1	0%	-2
25%	-11%	31%[activator]	18%	-6%	1%	-1%	Cc1cc(C)n(C(=O)CCCC(=O)n2nc(C)cc2C)n1	-7%	-2
-19%	-5%	-6%	-22%	2%	-9%	-5%	CC(=O)Nc1nc2ccccc2n1Cc1ccccc1Cl	-21%	-2
1%	nt	32%	-9%	-6%	1%	1%	COc1ccc(-c2noc(N3CCC(C(=O)NCc4ccccc4Cl)CC3)n2)cc1	-3%	-1
1%	17%	14%	-13%	2%	2%	-8%	CC(=O)OCC1OC(OCc2cn(C[C@H]3CC[C@@H]([C@@H]4CC[C@H](Cn5cc(COC6OC(COC(C)=O)C(OC(C)=O)C(OC(C)=O)C6OC(C)=O)nn5)O4)O3)nn2)C(OC(C)=O)C(OC(C)=O)C1OC(C)=O (stereo partly drawn)	-5%	0
25%	-4%	17%	20%	-1%	5%	-14%	O=C(COc1ccc(Cl)cc1Cl)NC(=O)NC1CCCC1	-7%	1
-3%	40%	?	-16%	-12%	i	-7%	O=C(CS(=O)(=O)c1ccc(Br)cc1)N1CCOCC1	-2%	4
-10%	-12%	29%	-4%	-4%	7%	-3%	CCN(CCC(=O)Nc1cc([N+](=O)[O-])ccc1OC)Cc1ccccc1	-14%	4
-3%[57.1 µM]	?	32%[activator]	-19%	4%	3%	-13%	COc1ccc(-n2nc3c(c2NC(=O)c2ccc(Br)o2)CS(=O)(=O)C3)cc1	-3%	-4
2.8µM*	8.9µM*	11µM*	4µM*	7%	-25%	?	O=C1C(Nc2ccccc2)=C/C(=N/S(=O)(=O)c2cccs2)c2ccccc21	?	?
-6%	5%	20%	-13%	11%	-5%	-1%	CC(C)OC(=O)c1nnn(-c2nonc2N)c1CN1CCc2ccccc2C1	-17%	6
-2%	-28%[59 µM]	34%	-11%	1%	-1%	8%	Cc1ccc(S(=O)(=O)N2CCOCC2)cc1C(=O)OCC(=O)NCc1ccc2c(c1)OCO2	-19%	-1
-7%	39%[activator][59 µM]	67%[activator]	3%	1%	1%	14%	COc1ccc(Cn2c(=O)c3cccnc3n(Cc3cccc(OC)c3)c2=O)cc1	-4%	-1
-1%	-12%[59 µM]	12%	-17%	46%[activator]	5%[11.5 µM]	-9%	CC(NC(=O)c1ccc(N(C)C)cc1)C(c1cccs1)N1CCN(C)CC1 (stereo not drawn)	-10%	-1
7%	-7%	24%	-8%	-5%	7%	-2%	CCOc1ccc(S(=O)(=O)N2CCC(C(=O)NCc3ccccn3)CC2)cc1	-23%	3
-4%	8%[59 µM]	33%	5%	9%	7%	7%	O=C(NCc1ccc(-c2csnn2)cc1)c1cccs1	8%	1
5%	12%	57%[activator]	-2%	-10%	1%	-3%	O=S(=O)(c1ccccc1Oc1ccc(Cl)cc1Cl)N1CCCCC1	-13%	1

Screening results as filed in PubChem BioAssay.

Some of the compounds tested; count on the stated rates, not on these rows.
